MEKK3 PB1 HTS: modulators of MEKK3-MEK5 PB1 binding, primary screen, biochemical, wildtype MEKK3, multiplex bead flow cytometry, Alexa488-MEK5. bead-based flow cytometry, Alexa488-MEK5 binding to MEKK3; actives lie on both sides; 0 = blocked by unlabeled MEK5, 100 = vehicle. binding response (% of control), % at 10 µM. Mitogen-activated protein kinase kinase kinase 3 (Homo sapiens), Q99759. AID 1529, 2009. 290,000 tested, 1.4% active;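 active = binding response more than 3 SD above or below the average of its plate-row segment, actives on both sides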;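 note: Alexa488 bead fluorescence after subtracting the streptavidin-only scavenger bead signal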
CRFR2-BP antag: antagonists of CRF-BP/CRF-R2 complex, primary screen, cell-based, HEK293, calcium dye fluorescence, uHTS. CRF-induced calcium fluorescence. inhibition, % at 11.8 µM. 350,000 tested, 0.59% active. AID 588475, 2011;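 active = inhibition of the ligand-induced calcium signal above about 50% at the single tested concentration, limit read from the data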
pCIP destab: p/CIP-EGFP fusion destabilizers, primary screen, fluorescence, F442A cells; Q05BA5; 16 h; decrease of EGFP signal, % at 10 µM; 290,000 tested, 0.01% active; AID 1984, 2009;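 active = EGFP signal decrease of at least 30% at 10 µM or well 3 SD below plate mean, unless failing retest; inactive = the rest, including hits failing retest or dose response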; note: some compounds called inactive have numbers as strong as hits; many of its hits are not listed in these tables
PHOSPHO1 block: PubChem AID 1565; inhibition, % at 13.3 µM; Phosphoethanolamine/phosphocholine phosphatase (Homo sapiens), Q8TCT1; recombinant PHOSPHO1, absorbance phosphatase assay; 290,000 tested, 1.1% active; in the data active = inhibition above about 60%
IDE act: human IDE activators in live cells, primary screen, fluorescence polarization, HEK cells, FAbeta-B substrate; 340,000 tested, 0.073% active; AID 493087, 2011; activation, % at 5.96 µM; Insulin-degrading enzyme (Homo sapiens), P14735; FAbeta-B cleavage; 0% vehicle, 100% cell-free pure enzyme wells;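 active = activation above the mean of all tested compounds plus 3 SD, set per screening campaign, cut at about 17% in these data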
Target sequence (P14735 whole entry, looked up): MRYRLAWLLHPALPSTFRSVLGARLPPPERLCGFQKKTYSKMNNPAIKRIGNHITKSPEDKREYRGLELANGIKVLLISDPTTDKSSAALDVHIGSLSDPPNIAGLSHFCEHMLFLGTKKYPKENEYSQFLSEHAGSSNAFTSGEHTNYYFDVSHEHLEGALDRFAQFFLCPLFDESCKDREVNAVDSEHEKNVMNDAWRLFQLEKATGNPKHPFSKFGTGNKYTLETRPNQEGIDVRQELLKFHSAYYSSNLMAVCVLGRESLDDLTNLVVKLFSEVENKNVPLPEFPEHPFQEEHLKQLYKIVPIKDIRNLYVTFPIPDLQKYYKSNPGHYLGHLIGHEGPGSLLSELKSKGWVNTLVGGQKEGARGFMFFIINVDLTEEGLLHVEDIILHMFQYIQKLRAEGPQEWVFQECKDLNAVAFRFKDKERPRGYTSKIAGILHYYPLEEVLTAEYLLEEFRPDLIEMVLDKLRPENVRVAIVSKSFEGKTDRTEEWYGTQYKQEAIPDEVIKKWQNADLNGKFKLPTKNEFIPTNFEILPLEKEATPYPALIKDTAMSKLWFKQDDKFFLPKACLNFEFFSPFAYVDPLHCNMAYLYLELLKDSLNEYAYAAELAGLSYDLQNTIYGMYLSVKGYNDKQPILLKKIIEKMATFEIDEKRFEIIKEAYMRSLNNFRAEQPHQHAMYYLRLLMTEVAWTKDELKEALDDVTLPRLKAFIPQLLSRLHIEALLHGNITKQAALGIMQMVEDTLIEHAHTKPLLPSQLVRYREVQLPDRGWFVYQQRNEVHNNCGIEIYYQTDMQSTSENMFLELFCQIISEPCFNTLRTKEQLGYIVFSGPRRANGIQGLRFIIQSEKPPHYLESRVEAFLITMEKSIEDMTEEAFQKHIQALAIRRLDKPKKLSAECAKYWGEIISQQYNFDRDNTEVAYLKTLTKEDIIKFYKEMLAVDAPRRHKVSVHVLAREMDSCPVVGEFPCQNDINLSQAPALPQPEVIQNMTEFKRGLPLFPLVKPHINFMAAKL
IDE cell inh: human IDE inhibitors in live cells, primary screen, fluorescence polarization, HEK cells, FAbetaB substrate; Insulin-degrading enzyme (Homo sapiens), P14735; FAbetaB cleavage; inhibition, % at 5.59 µM; 320,000 tested, 0.41% active; AID 434962, 2010;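 active = percent inhibition above the average of all tested compounds plus 3 SD, set per screening campaign, cut at about 16% in these data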;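 note: IDE supplied by intact live HEK cells; FP after avidin binding of uncleaved biotin substrate so inhibition keeps polarization high; 0% = DMSO wells and 100% = 60 µM reference IDE inhibitor Ii1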
GalR3 antagonist: GalR3 antagonists in HEK293 cells, primary screen, cell-based, fluorescence readout. AID 651719, 2012. inhibition, % at 3 µM. HEK293 GalR3-CNG cAMP membrane potential fluorescence; galR3 body fused to GalR1 C-terminus. 360,000 tested, 0.44% active. Galanin receptor type 3 (Homo sapiens), O60755;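 active = inhibition above the screen-wide average plus 3 SD, cut at about 13% in these data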;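 note: forskolin and galanin both at EC90 stimulate the cells; cAMP rise reported by CNG channel membrane potential dye signal; 0% = forskolin plus galanin with DMSO and 100% = forskolin alone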
CRFBP-R2 agonist: agonists of CRF-BP/CRF-R2 complex, primary screen, cell-based, HEK293, calcium dye fluorescence, uHTS; CRF-binding protein / CRF receptor 2 complex (human); calcium dye fluorescence (FLIPR); percent of saturating CRF peptide response; activation, % at 13.2 µM; 350,000 tested, 0.46% active;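 active = activation of at least 50%, plus an integration ratio under a set limit after plate pattern correction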;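 note: plate controls were neutral control wells without compound for no effect and CRF at EC100 for full effect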
CHRM4 PAM: human M4 muscarinic receptor positive allosteric modulators, primary screen, CHO-K1 cells, Fluo-8 calcium fluorescence; Muscarinic acetylcholine receptor M4 (Homo sapiens), P08173; CHO-K1 hM4/Gqi5, ACh EC20; 0% = ACh EC20, 100% = maximal ACh; activation, % at 3 µM; 360,000 tested, 0.4% active;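 active = activation above its plate's cutoff, the mean activation of sample wells plus 3 SD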; note: some results filed as inactive read as strong as hits
Starred values were filed as active, the others as inactive; . = no result given. This is a random part of the collection, and some 4.2% of all compounds hit somewhere here.

MEKK3 PB1 HTS	CRFR2-BP antag	pCIP destab	PHOSPHO1 block	IDE act	IDE cell inh	GalR3 antagonist	CRFBP-R2 agonist	CHRM4 PAM	Molecule
94	23	-13	32	4	7	-6	-1.7	-9	Cn1cnc([N+](=O)[O-])c1SCCO
114	-6	1	28	5	-7	2	-3.2	2	O=C(Nc1cccc(S(=O)(=O)N2CCCCC2)c1)C1CC(=O)N(Cc2ccco2)C1 (configuration not stated)
100	9	-4	41	3	0	-10	-0.2	-8	COc1ccccc1CNC(=O)C1CCCCN1S(=O)(=O)c1ccccc1 (configuration not stated)
103	13	0	-5	8	-3	-3	-2.1	12	CSCCC(NS(=O)(=O)c1ccc2ccccc2c1)C(=O)O (configuration not stated)
97	-22	-6	21	0	0	-13	-0.4	-7	O=C1NC(=NCc2ccccc2)S/C1=C\c1ccccc1
.	12	.	.	4	1	1	-0.7	6	COc1cc(CC(=O)OCC(=O)NC2CCCCC2C)cc(OC)c1OC (configuration not stated)
100	2	1	23	-1	8	1	1.0	7	COc1cc(CN2CCNC(=O)C2CC(=O)N(C)CCCN2CCOCC2)cc(OC)c1 (configuration not stated)
100	-41	-6	4	-12	2	-7	-2.2	1	COc1ccc(NC(C)C(=O)N/N=C/c2cc(Br)ccc2OC)cc1 (configuration not stated)
.	-3	.	.	.	.	-6	9.4	8	Cc1cc(C)c2c(=O)n3c(nc2c1)C(Cc1ccccc1)NC(=O)c1cc2ccccc2cc1-3 (configuration not stated)
.	-3	.	.	2	.	1	1.5	-3	c1cncc(-c2cn(C[C@H]3CC[C@H](Cn4cc(-c5cccnc5)nn4)O3)nn2)c1
.	-24	.	.	-40	9	-1	1.5	0	On1ccccc1=S
109	23	6	48	0	4	-4	-1.1	0	O=C(Nc1ccc2ccccc2c1)NC1CCS(=O)(=O)C1 (configuration not stated)
.	6	.	.	4	5	-4	3.0	-2	COc1ccc([C@@H]2CC=C(C(=O)O)[C@H](c3ccccc3)N2S(=O)(=O)c2ccccc2C)cc1
123	-12	-17	2	8	3	7	-0.8	-9	COc1cc(/C=C2\SC(=Nc3ccc(N4CCOCC4)cc3)N(C)C2=O)ccc1OC(C)C(=O)O (configuration not stated)
109	-24	-23	16	0	4	-4	-0.1	-4	CCOC(=O)c1ccc(NC(=O)CNC(=O)C23CC4CC(CC(C4)C2)C3)cc1
.	23	.	.	-3	.	-5	8.9	0	C=C(CN(C)C)C(=O)c1ccc(C)cc1C
99	-19	-17	-11	5	5	-3	-0.8	-16	COc1ccc(NC(=O)c2cccc(S(=O)(=O)Nc3ccc(Br)cc3)c2)cn1
98	-8	-10	-18	2	0	0	1.9	3	O=C(O)CCn1cnc2ccccc2c1=O
73	4	-11	27	.	8	.	0.5	.	O=C(O)/C=C/C(=O)Nc1ccc(Oc2ncnc3cc(Cl)ccc23)nc1
.	-1	.	.	5	-3	0	-2.5	8	COc1cc(Cl)c(C)cc1NC(=O)COC(=O)C1CC1C (configuration not stated)
107	-3	-2	9	4	2	-1	-0.1	10	COc1ccc(/C=C(\C#N)C(=O)OC2CCOC2=O)cc1 (configuration not stated)
108	31	-11	29	-1	12	8	-1.1	10	COc1cc(C)nc(Nc2nc(C)c(C(C)=O)s2)n1
99	7	-5	19	1	-5	-10	-0.9	-3	COc1ccc(Cl)cc1Nc1nc(N)c2ccccc2n1
.	-31	.	.	3	5	0	0.4	9	O=C(COC(=O)c1ccc(Br)o1)NC12CC3CC(CC(C3)C1)C2
84	4	2	-39	4	-9	-2	-1.1	13	Cc1ccc2c(C(=O)CN3CCN(c4ccccc4)CC3)c(C)[nH]c2c1
103	-1	-15	-6	4	-3	-4	0.9	15	COc1ccc(Cl)cc1NC(=O)c1cccc(NC(=O)CCC(=O)O)c1
104	-30	-2	31	4	2	-10	36	0	Cc1c(C)c(C)c(C(=O)c2ccc(NC(=O)c3ccccc3C(=O)O)cc2)c(C)c1C
104	-14	5	27	-4	.	-9	2.2	-1	CCN(CC)S(=O)(=O)c1ccc(N2CCN(S(=O)(=O)c3ccccc3)CC2)nc1
.	15	.	.	.	.	0	1.2	0	C#CCN(C[C@@H]1[C@@H](OC(=O)NCc2ccco2)[C@@H](OC(=O)NCc2ccco2)Cn2c(=O)n(CCCCCC)c(=O)n21)S(=O)(=O)c1ccc(C)cc1
99	3	11	-18	-1	3	-2	-0.4	10	O=C(NNc1cccc(Cl)n1)c1ccc(Cl)nc1
107	7	1	-32	2	7	-2	-1.2	-4	C#CC(C)(CC)NC(=O)c1cc2nc(C3CC3)cc(C(F)(F)F)n2n1 (configuration not stated)
109	0	3	-13	4	1	-5	-0.5	1	Cc1nnc(SCC(=O)N2CCc3ccccc32)n1-c1ccccc1
102	-8	-8	17	7	3	-2	-0.2	1	O=C(CSc1ncn[nH]1)NC12CC3CC(CC(C3)C1)C2
.	6	.	.	6	7	3	-5.0	-10	C/C(=N/NS(=O)(=O)c1ccc(Cl)cc1)c1ccc2c(c1)OCO2
103	-50	-21	-3	2	0	-3	1.5	29*	Cc1nc(N)c(C#N)c(-c2ccccc2Cl)c1C
97	.	-16	13	.	11	.	.	.	CCC(C(=O)OCC(=O)Nc1cccc(S(=O)(=O)NC2=NCCCCC2)c1)c1ccccc1 (configuration not stated)
98	-8	-2	-1	6	4	-5	-2.2	1	CCN(CCCn1c(=S)[nH]c2ncccc2c1=O)c1ccccc1
105	11	4	-24	6	4	8	2.3	-9	Cc1ccccc1-c1nn(-c2ccc(F)cc2F)cc1CNCCCN(C)C
99	9	-13	28	2	1	.	0.4	-2	Cc1ccc(C(=O)NNC(=S)Nc2cccc(Cl)c2Cl)cc1[N+](=O)[O-]
91	2	-2	34	7	3	-4	1.1	-18	Oc1c(Cl)cc(Cl)cc1C1Nc2ccccc2-n2cccc21 (configuration not stated)
.	-9	.	.	.	.	-1	-0.1	12	C[C@@H]1CN([C@@H](C)CO)C(=O)CCCn2nncc2CO[C@@H]1CN(C)C(=O)Nc1ccccc1C(F)(F)F
92	17	-17	17	3	2	2	0.4	9	CCS(=O)(=O)N1CCCC(C(=O)NCc2cccc(OC)c2)C1 (configuration not stated)
101	8	-4	3	-1	-1	-6	-5.3	1	Cc1ccc(C(CC(=O)NCc2ccco2)c2ccccc2)c(O)c1 (configuration not stated)
100	-10	-8	1	-1	-1	-2	-0.3	5	Cc1ccc(S(=O)(=O)CCc2nnc(NC(=O)COc3cccc(C)c3)s2)cc1
98	5	0	39	0	2	-10	-1.3	0	COC(=O)c1cc(C(=O)c2c(C)cc3ccccn23)cc([N+](=O)[O-])c1
112	9	-12	24	5	3	2	-0.9	-4	Cc1ccc(C)c(-n2c(Cc3cc(=O)[nH]c(=O)[nH]3)nnc2SC(C)C)c1
90	-17	3	21	5	-3	-10	0.0	3	COc1ccc(-n2nnnc2SCC(=O)N2CCCC2)cc1OC
.	-2	.	.	-1	-7	-5	-0.4	7	O=C(COC(=O)/C=C/c1ccccc1)Nc1ccc(Cl)cn1
105	-3	9	7	2	1	-5	0.0	2	CCN(CC)CC(C)CNC(=O)CN1C(=O)CSc2ccc(S(=O)(=O)N3CCOCC3)cc21 (configuration not stated)
91	-3	-7	5	4	6	-1	-0.1	50*	Cc1cc(C)c2c(N)c(C(=O)NCc3ccco3)sc2n1
97	25	-12	5	7	-1	-4	0.8	3	O=C(O)c1ccc(C(=O)c2ccc3c(c2)C(=O)N(CCO)C3=O)cc1
97	-14	-15	71*	-5	0	-4	-0.5	-1	Fc1ccc(/C=N/n2c(-c3cccs3)n[nH]c2=S)cc1
99	-36	5	-3	6	4	2	4.6	8	COc1ccc(C2CC(c3ccc(F)cc3)Nc3nc(N)nn32)cc1 (configuration not stated)
93	-1	8	0	-5	0	-2	-1.9	0	CCCn1nc(NS(C)(=O)=O)c2cc3cccc(C)c3nc21
99	9	-9	-2	-1	6	13*	-0.8	3	N=C1/C(=C\c2ccc(-c3cc(Cl)cc(Cl)c3)o2)C(=O)N=C2SC=C(c3ccccc3)N12
82	-14	-12	-4	0	2	-3	1.8	7	COc1ccc(-n2c(C)nn(CCOc3ccccc3)c2=O)cc1
103	-7	13	0	3	-2	2	0.6	-2	CN1CCN(C(=O)CCc2nc3ccccc3c(=O)[nH]2)CC1
85	-24	-3	50	-1	0	-2	-2.6	6	CCCCn1nnc(NC(=O)C(c2ccccc2)c2ccccc2)n1
87	9	-17	37	-1	4	-8	0.0	4	COCCn1nnnc1C(c1cccs1)N1CCCC(C)C1 (configuration not stated)
106	-4	-1	-21	4	10	-9	1.1	2	Nc1nnnn1/N=C/c1cccs1

Gathered by group, those above with a nitro group on carbon
MEKK3 PB1 HTS	CRFR2-BP antag	pCIP destab	PHOSPHO1 block	IDE act	IDE cell inh	GalR3 antagonist	CRFBP-R2 agonist	CHRM4 PAM	Molecule
94	23	-13	32	4	7	-6	-1.7	-9	Cn1cnc([N+](=O)[O-])c1SCCO
99	9	-13	28	2	1	.	0.4	-2	Cc1ccc(C(=O)NNC(=S)Nc2cccc(Cl)c2Cl)cc1[N+](=O)[O-]
98	5	0	39	0	2	-10	-1.3	0	COC(=O)c1cc(C(=O)c2c(C)cc3ccccn23)cc([N+](=O)[O-])c1

Next part
MEKK3 PB1 HTS	CRFR2-BP antag	pCIP destab	PHOSPHO1 block	IDE act	IDE cell inh	GalR3 antagonist	CRFBP-R2 agonist	CHRM4 PAM	Molecule
93	0	-8	-9	6	1	-3	-3.7	9	O=C(CSc1nc2cc(Cl)ccc2s1)NCc1ccc2c(c1)OCO2
.	3	.	.	4	1	-2	1.3	5	O=C(CCc1nc2sc3c(c2c(=O)[nH]1)CCCC3)NCC(=O)Nc1ccccc1Br
106	14	0	13	-1	-2	-2	-2.5	5	Cc1ccc(S(=O)(=O)N(C)C)cc1NC(=O)COC(=O)c1ccc(Cl)cc1
101	11	12	-14	-1	-1	-5	-2.2	1	COc1nc(-c2ccc(Cl)cc2)nnc1C
.	13	.	.	4	3	-1	0.4	5	O=C(NCCc1ccccc1)c1cc([N+](=O)[O-])ccc1N1CCOCC1
97	-13	-4	-9	3	0	-6	1.3	5	COCc1cc(C)nc(N2CCNCC2)c1C#N
.	-19	.	.	0	-2	-5	9.7	-3	COC(=O)[C@]1(Cc2ccccc2)N[C@H](CN(C)S(=O)(=O)c2ccc(F)cc2)[C@@H]2C(=O)N(Cc3ccccc3)C(=O)[C@@H]21
.	10	-8	-3	-4	-1	-4	-0.8	1	Cc1ccc(-c2csc3nnc(SCC(=O)Nc4cccc(C)n4)n23)cc1
104	16	-5	7	-1	3	3	-0.6	9	O=C(NCc1cccs1)Nc1ccc2c(c1)OCO2
99	-57	-7	18	5	0	.	-1.4	-1	COc1ccc(NS(=O)(=O)c2cc3c(cc2C)N(C(C)=O)CCO3)cc1OC
93	-40	-9	14	3	-3	-11	13	-5	O=C(c1ccc(Cl)c([N+](=O)[O-])c1)N(Cc1ccc(Cl)cc1)C1CCS(=O)(=O)C1 (configuration not stated)
